Source: PubChem BioAssay (several laboratories)
MDM2 E3 inh: Mdm2 E3 ligase (human) inhibition | Q00987 | cell-based MDM2 ubiquitination luciferase reporter, 2 h; 0 = plate control, 100 = twice control, blank-subtracted | signal enhancement, % at 5 µM | 0.11% of 210,000 active | AID 1230;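 active = signal enhancement of 30% or more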;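 also: luminescence tracks abundance of the self-degrading MDM2-luciferase fusion protein; higher signal means inhibition of MDM2 E3 ligase activity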
Target sequence (Q00987 whole entry, looked up, the tested form may be a part): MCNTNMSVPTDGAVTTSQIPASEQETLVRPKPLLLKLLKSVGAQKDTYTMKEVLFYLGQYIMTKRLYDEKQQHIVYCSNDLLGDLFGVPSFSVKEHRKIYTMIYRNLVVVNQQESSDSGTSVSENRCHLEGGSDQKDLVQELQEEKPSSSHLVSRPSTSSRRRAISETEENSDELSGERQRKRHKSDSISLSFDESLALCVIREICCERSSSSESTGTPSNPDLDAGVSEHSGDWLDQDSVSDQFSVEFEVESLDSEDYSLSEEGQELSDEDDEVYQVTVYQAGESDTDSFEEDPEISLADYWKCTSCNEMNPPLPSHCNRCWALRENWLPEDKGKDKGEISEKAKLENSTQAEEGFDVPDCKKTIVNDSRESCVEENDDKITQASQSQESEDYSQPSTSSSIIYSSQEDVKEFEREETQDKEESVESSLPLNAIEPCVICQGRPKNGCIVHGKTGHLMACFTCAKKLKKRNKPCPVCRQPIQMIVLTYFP
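Material: Stable MDM2–luciferase fusion reporter cells | Amount: 2000 cells seeded into each well | Dosing: One concentration, 5 µM, with 0.2% DMSO | Incubation: 4 h cell settling then 2 h compound exposure, 37 °C | Measured by: Luciferase luminescence | Read-out basis: % enhancement relative to plate controls after blank subtraction | Benchmarks: Control and blank well means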
RBBP9 inhibitor: inhibitors of human serine hydrolase RBBP9; O75884; recombinant RBBP9, FP-Rh probe fluorescence polarization; inhibition, % at 7.94 µM; 0.2% of 220,000 active; AID 1515;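 active = inhibition above the campaign mean of all tested compounds plus 3 SD, cut at about 14% in these data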;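 also: plate controls were DMSO wells with RBBP9 for no effect and wells lacking RBBP9 protein for full effect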
Target sequence (O75884 whole entry, looked up): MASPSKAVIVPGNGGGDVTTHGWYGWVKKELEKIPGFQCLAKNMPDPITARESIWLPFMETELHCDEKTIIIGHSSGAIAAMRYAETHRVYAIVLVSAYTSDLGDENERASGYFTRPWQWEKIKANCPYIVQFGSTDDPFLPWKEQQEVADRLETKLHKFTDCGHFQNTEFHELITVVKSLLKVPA
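Test system – recombinant human RBBP9 · Input – RBBP9 2.5 µM in dispensing solution, pre-mixing · Medium – Tris buffer pH 8.0, NaCl, Pluronic · Schedule – preincubation 30 min plus labeling 45 min at 25 °C · Measured by – fluorescence polarization · Measure – % inhibition · Controls – DMSO and no-protein wells · Replicates – one well per compound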
Hck-Nef inh: human Hck-Nef kinase inhibition; 0.68% of 220,000 active; Recombinant Hck-YEEI plus Nef, Z-Lyte FRET kinase assay; P08631; inhibition, % at 20 µM;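 active = Hck-Nef kinase inhibition above about 50%, limit read from the data; inactive = inhibition below that limit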;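 also: 0% = DMSO with Hck plus Nef and 100% = Hck alone without Nef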
NPY-Y1 antag: antagonists of human neuropeptide Y receptor Y1 | P25929 | HEK293-CNG Y1 cells, membrane potential fluorescence; NPY at EC95, then isoproterenol | inhibition, % at 3.6 µM | 1% of 200,000 active;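 active = inhibition above the campaign mean inhibition of all tested compounds plus 3 SD, cut at about 20% in these data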;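 also: 0% = DMSO wells given NPY plus isoproterenol and 100% = isoproterenol alone without NPY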
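Material: HEK293 cells with Y1 receptor plus CNG channel; times: compound incubation 1 h at room temperature, readout 45 min post-stimulation; signal: fluorescence, membrane potential probe; read-out basis: fluorescence ratio normalized to % inhibition between controls; benchmarks: full-block control isoproterenol-only wells, zero-block control NPY plus isoproterenol wells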
Runt-CBFb FRET: Runt domain-CBFb interaction inhibition | AID 1496 | Q01196+Q13951 | inhibition, % at 20 µM | 0.46% of 220,000 active | Cerulean-Runt/Venus-CBFb FRET ratio 530/480, 1 h;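 active = inhibition over about 50% at 20 µM in the single-dose screen, limit read from the data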;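 also: 0% = DMSO wells and 100% = excess unlabeled CBFb competitor control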
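Assay system: Cerulean-tagged RUNX1 Runt domain (FRET donor) fusion protein / Amount: 100 nM each of Venus-CBFb and Cerulean-Runt domain / Medium: Tris buffer pH 7.5 with salts and BSA / Also added: Venus-CBFb 100 nM / Schedule: 1 h complex formation plus 1 h compound treatment, room temperature / Signal: FRET fluorescence / Read-out: loss of energy transfer signal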
NPY1 pot ag: potentiators or agonists of human neuropeptide Y receptor Y1. NPY-Y1 expressing cells, potentiator/agonist activation. activation, % at 3.6 µM. P25929. 0.37% of 220,000 active; in the data active = activation above about 33%, passing the limit was not always enough;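 also: cells stimulated with NPY at EC10 then isoproterenol at EC100; 0% = low agonist plus stimulus and 100% = saturating agonist plus stimulus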
p97 ATPase inh: inhibitors of human p97 ATPase; 0.42% of 220,000 active; P55072; inhibition, % at 8 µM; recombinant p97 ATPase, Kinase-Glo ATP luminescence, 3 h; in the data active = inhibition above about 15%;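 also: 0% = DMSO vehicle and 100% = wells lacking enzyme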
Runt-SMMHC FRET: Runt domain-CBFb-SMMHC interaction inhibition | Q01196+Q13951 | Cerulean-Runt/Venus-CBFb-SMMHC FRET ratio 530/480, 1 h | inhibition, % at 20 µM | 0.74% of 220,000 active | AID 1434;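 active = mean inhibition across duplicate retests at 20 µM reaching about 50%, limit read from the data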;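 also: 0% = DMSO wells and 100% = wells with excess untagged CBFb-SMMHC; inhibitors lower the FRET ratio by blocking Runt binding to CBFb-SMMHC; some results filed as inactive read as strong as hits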
NPY2 pot ag: human NPY-Y2 potentiation or agonism, primary screen; cells expressing NPY-Y2, potentiator/agonist read-out; P49146; AID 1359; activation, % at 3.6 µM; 0.45% of 220,000 active; in the data active = activation above about 27%;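 also: cells stimulated with NPY near EC25 plus isoproterenol at EC100; 0% = vehicle plus submaximal agonist and 100% = vehicle plus saturating agonist; some results beyond the cut were filed as inactive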
Starred values were filed as active, the others as inactive; · = not tested or not shown.

canonical_smiles	MDM2 E3 inh	RBBP9 inhibitor	Hck-Nef inh	NPY-Y1 antag	Runt-CBFb FRET	NPY1 pot ag	p97 ATPase inh	Runt-SMMHC FRET	NPY2 pot ag
COC(=O)c1cn(NC(=O)Cc2cccc(OC)c2)c(=O)c2ccccc12	-6.5	-12.9	-0.7	3.0	1.9	-26.4	-4.3	3.9	-7.0
O=C(Nc1nnc(-c2ccccc2F)s1)C1CCCO1 (stereo unspecified)	-9.4	-2.4	4.4	2.2	-0.3	13.5	-3.0	4.6	3.5
Cc1c(C(=O)OC2CCCC2)[nH]c2c1C(=O)CC(c1ccco1)C2 (stereo unspecified)	-6.8	-1.7	-3.6	10.3	33.1	3.4	0.0	18.3	-8.1
O=C(Nc1nnc(Cc2ccccc2)s1)c1cccs1	-5.4	-7.8	-1.0	-3.1	-0.3	16.1	-1.5	2.9	-13.5
C/C(=N/NC(=O)c1cccs1)c1ccco1	-8.2	-2.3	1.1	5.1	-0.9	6.5	1.4	1.9	-6.3
CCc1c(C)c2ccc(O)c(CN(C)C)c2oc1=O	14.3	-4.7	59.1*	5.8	49.5	-22.2	-1.1	130.8*	4.4
NC(=O)[C@@H]1CC2(CC(c3cccc(NC(=O)[C@@H]4CCC(=O)N4)c3)=NO2)CN1C(=O)Cc1ccc([N+](=O)[O-])cc1 (stereo partly specified)	17.4	·	27.3	·	2.4	·	·	-5.0	·
CC(NC(N)=O)C(=O)OCC(=O)c1ccc(-c2ccccc2)cc1 (stereo unspecified)	0.1	-3.7	25.3	1.7	1.2	5.1	8.4	-5.3	-4.0
CCOc1ccc(Nc2nc(Cc3nnc(SCC(=O)NCc4ccco4)n3CC)cs2)cc1	-10.4	-2.2	-0.8	15.1	5.2	6.2	-7.2	4.9	5.7
COc1cccc(N2C(=O)C3CCCN3C2c2ccc(F)cc2)c1 (stereo unspecified)	-15.5	-4.9	-0.3	6.7	-1.9	-15.9	2.1	-7.7	-10.2

Random excerpt: 2 compounds from above, in no set order.
canonical_smiles	MDM2 E3 inh	RBBP9 inhibitor	Hck-Nef inh	NPY-Y1 antag	Runt-CBFb FRET	NPY1 pot ag	p97 ATPase inh	Runt-SMMHC FRET	NPY2 pot ag
Cc1c(C(=O)OC2CCCC2)[nH]c2c1C(=O)CC(c1ccco1)C2 (stereo unspecified)	-6.8	-1.7	-3.6	10.3	33.1	3.4	0.0	18.3	-8.1
CC(NC(N)=O)C(=O)OCC(=O)c1ccc(-c2ccccc2)cc1 (stereo unspecified)	0.1	-3.7	25.3	1.7	1.2	5.1	8.4	-5.3	-4.0

New compounds follow.
canonical_smiles	MDM2 E3 inh	RBBP9 inhibitor	Hck-Nef inh	NPY-Y1 antag	Runt-CBFb FRET	NPY1 pot ag	p97 ATPase inh	Runt-SMMHC FRET	NPY2 pot ag
CN1CCN(c2nc(-c3cc4ccccc4o3)cs2)CC1	7.2	-3.8	0.8	3.8	5.7	-3.6	3.2	7.5	15.9
CN1CCC(=NNC(=O)C(=O)NCc2ccccc2)CC1	-8.3	6.2	2.0	-2.1	1.0	-5.9	1.4	6.8	2.3
Cc1ccc(Cl)cc1NC(=O)N[C@@H](C)C(=O)O	-20.3	-6.7	3.9	-0.4	-2.2	4.4	2.8	-0.2	-5.5
O=S(=O)(C=C(c1ccccc1)c1ccccc1)c1ccccc1	-30.2	-2.4	0.0	4.1	-2.1	4.2	-7.7	-11.1	-4.1
O=c1c2ccccc2c(C=NCCCN2CCOCC2)c(O)n1Cc1ccccc1	-13.8	-0.9	2.4	3.7	2.6	2.6	12.0	1.6	1.1
CCCC(=O)NC(=S)Nc1ccc(Cl)cn1	-8.3	-0.5	-19.1	-1.6	1.8	17.7	5.7	0.1	-9.8
O=C(c1cccc(F)c1)N1CCN(CC2CC3C=CC2C3)CC1 (stereo unspecified)	-9.1	-1.4	0.4	-6.5	0.2	-6.8	0.2	2.9	8.9
COc1ccccc1C(=O)N=Nc1c(O)[nH]c2ccc([N+](=O)[O-])cc12	-15.0	9.7	33.5	1.4	0.2	0.1	4.5	-11.9	-20.6
Cc1ccc(C(=O)N2CCN(c3ccc(Cl)cc3)CC2)cc1	-2.9	-1.4	6.0	-1.3	-0.2	-64.0	-3.5	0.1	8.0
Cc1ccc(-c2cccc(C3CC=CC4C3C(=O)N(Cc3ccccc3)C4c3cc(C)ccc3F)c2)cc1 (stereo unspecified)	15.7	·	22.9	·	4.3	·	·	3.3	·
COCCNC(=O)CSc1nc2nc(C)cc(C)n2n1	-18.9	-5.9	1.0	-1.5	0.0	-4.5	1.8	0.5	3.1
CC(=O)c1cc(-c2ccccc2)[nH]c1N1CCCC1	-1.2	-4.9	-0.3	6.1	-0.3	13.3	1.8	0.9	-5.6
COc1ccc(-c2[nH]ncc2/C=N/NC(=O)c2cc(Br)ccc2O)c(OC)c1	-4.2	-0.9	4.1	4.3	0.5	-45.3	19.8*	2.8	0.4
S=C(Nc1cc(Cl)ccc1Cl)Nn1cnnc1	-8.8	-10.0	11.8	·	30.8	-27.5	5.2	5.0	-11.9
O=C(C[n+]1cc2ccccc2c2ccccc21)c1ccccc1	-13.6	-0.8	4.8	-1.1	-1.8	13.0	0.7	-2.8	-0.4
Cc1ccc2nc(-c3ccccn3)cc(C(=O)Nc3ccc4c(c3)OCO4)c2c1	-14.9	-7.8	-2.8	31.6*	1.9	-13.6	-7.8	-11.6	-5.0
COc1ccccc1N1CCN(C(=O)/C=C/c2cccs2)CC1	-7.5	7.5	3.8	-2.8	-2.5	-15.0	1.4	4.6	-14.1
CCN=c1scc(C)n1/N=C/c1ccsc1	-0.4	-4.8	-1.6	-2.5	0.0	-13.3	-8.1	-1.6	1.9
COc1ccc(C(=O)CC(Nc2ccc([N+](=O)[O-])cc2)c2ccc(Cl)cc2)cc1 (stereo unspecified)	-8.4	-20.6	0.4	1.1	-1.3	-0.1	2.2	-0.1	2.1
COc1cc2c(cc1NC(=O)CSc1nc3cc(Cl)ccc3s1)oc1ccccc12	-4.9	1.6	5.4	-1.5	-1.4	-15.7	1.2	2.7	-7.8
CCc1cccc2c(=O)c(C(=O)NCCN3CCOCC3)c[nH]c12	-7.8	-2.5	1.7	1.6	1.2	13.8	2.5	-6.4	-4.0
C/C(=N\OC(=O)c1ccccc1)c1c(C)nc2cc(C)ccn12	-4.2	-7.6	-13.4	-3.1	-0.2	1.3	-1.9	-2.5	6.4
O=C(Nc1ccc(S(=O)(=O)N2CCCCC2)cc1)c1cnccn1	-18.8	-9.3	0.1	1.9	-2.6	3.0	10.4	-1.9	21.8
COc1ccc(CCC(=O)N2CCc3ccccc32)cc1	-8.3	-6.3	17.4	3.2	-0.2	-11.7	0.5	-2.6	-4.8
CCc1ccc(N=c2c([N+](=O)[O-])nn(-c3ccccc3)n2O)cc1	-39.4	-5.5	1.1	4.0	-4.4	11.9	0.1	-0.9	9.7
COc1ccc(C(c2sc3nc(C)nn3c2O)N2CCN(Cc3ccccc3)CC2)cc1OC (stereo unspecified)	-7.2	-6.0	-2.5	6.0	0.1	2.7	3.1	0.3	9.7
CC(C)(C)n1nc2c(c1NC(=O)COc1ccc3ccccc3c1)CS(=O)(=O)C2	-12.7	-3.7	-11.6	1.8	-0.2	-20.7	0.6	-0.2	3.1
COc1cccc(-n2nnc3c(=O)n(CC(=O)NC4CCCC4)cnc32)c1	-8.6	-2.2	0.7	0.9	-2.5	-5.5	2.5	3.9	1.3
c1ccc2sc(NC3=NCN(Cc4ccc5c(c4)OCO5)CN3)nc2c1	8.6	-6.9	6.1	6.2	0.9	-10.2	2.3	5.0	-6.1
O=C(Nc1ncc(Br)s1)C1CCCN1S(=O)(=O)c1cccc2cccnc12 (stereo unspecified)	-16.9	2.8	-2.0	-1.3	2.4	14.4	4.9	0.1	3.5
Cc1cccc(OCC(=O)N2CCN(C(=O)Cc3ccccc3)CC2)c1	-6.7	-2.2	-0.7	-7.2	1.0	9.0	-4.4	-2.8	0.1
Cc1ccccc1OCCCn1c(=O)sc2ccccc21	·	-1.1	-1.4	26.8*	-5.3	-53.8	-2.4	-0.5	-11.7
N#C/C(C(=O)N1CCOCC1)=C1/SC(Cc2ccc(F)cc2)C(=O)N1c1ccccc1 (stereo unspecified)	-6.5	1.3	2.7	-3.5	-1.8	2.7	4.8	-2.5	-7.3
OCCSc1nc(-c2cccnc2)nc2ccccc12	-15.2	-3.0	4.4	-3.2	-2.5	10.0	1.9	3.8	-1.1
Cc1cc(NC(=O)CSc2nc(C(C)(C)C)nc3ccccc23)no1	4.0	-4.6	24.0	2.4	-2.8	1.9	-1.2	-4.1	-2.3
CN=C1CC(C)(C)CC(=O)/C1=C(/O)CCC(=O)NC	-20.1	0.9	0.7	-0.8	-1.1	4.9	4.9	1.3	4.3
O=c1sc(Nc2ccccc2)nc2ccsc12	-20.8	-4.9	7.3	1.1	3.9	19.7	1.1	5.4	15.9
O=C(NC1CCCCCC1)c1cc2n(n1)C(C(F)(F)F)CC(c1ccco1)N2 (stereo unspecified)	-10.5	-5.6	-1.3	-5.7	-9.4	21.8	-7.8	-13.0	-2.7
CCn1c(SCC(=O)C(C)(C)C)nnc1-c1ccccn1	-3.7	-5.1	-0.8	-1.6	-0.6	13.4	2.9	0.7	5.5
